Source: PubChem
GPR55 beta-arrestin – GPR55 agonists via beta-arrestin recruitment, primary screen, imaging, U2OS cells, beta-arrestin-GFP redistribution (AID 1961) | G-protein coupled receptor 55 (Homo sapiens) | U2OS GPR55 beta-arrestin-GFP redistribution imaging; higher % means a stronger effect | one-dose activation, % at 10 µM; EC50 in µM for titrated hits | 0.048% of 290,000 active;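 active = activation above 40% with more than 50 cells counted in the well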;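 also: U2OS osteosarcoma cells stably expressing GPR55 and beta-arrestin-GFP; plate controls were DMSO negative control for no effect and LPI positive control for full effect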
T cell HTS – modulators of CD8 T cell-vesicle binding, primary screen, mouse 2C CD8+ T cells, flow cytometry; 2C CD8+ T cell-vesicle binding; hits give low values; calls only at 7 µM; 0.068% of 330,000 active; AID 2052, 2009;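 active = response, share of CD8 T cells binding vesicles, and their 90th percentile fluorescence all below set limits, cut at about 80% in these data, passing the limit was not always enough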
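Benchmarks: naked versus QL9-loaded vesicles / Assay system: purified 2C TCR transgenic mouse naive CD8+ T cells / Technique: high-throughput flow cytometry with anti-B7-1 and anti-CD8 staining / Timing: Cell–vesicle co-incubation 1.5 h at 37 °C, staining 20 min on ice / Read-out: percent CD8+ FL2 mean versus row control / Probe or stimulus: QL9-loaded Drosophila micro-vesicles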
KOR beta-arrestin-1 – KOR agonists, beta-arrestin recruitment, primary screen, cell-based, luminescence, uHTS (AID 1777). Kappa-type opioid receptor (Homo sapiens). KOR beta-arrestin recruitment, luminescence; higher % means a stronger effect. one-dose activation, % at 10 µM; EC50 in µM for titrated hits. 0.02% of 280,000 active; in the data active = activation above about 50%, passing the limit was not always enough; also: a part of the inactive calls stands beside numbers as strong as those of hits
Myeloid diff MLP – induction of myeloid progenitor differentiation, primary screen, cell-based, flow cytometry, MLPCN library; ER-HoxA9 myeloid progenitors, lysozyme-GFP differentiation; calls only at 10 µM; 1% of 360,000 active; AID 624256, 2012;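 active = normalized GFP-positive differentiation at or above the plate's own cutoff, the solvent-only control mean plus 3 SD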;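 also: cells exposed to compound for four days before flow analysis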
KOR beta-arrestin-2 – KOR antagonists, beta-arrestin recruitment, cell-based, luminescence, uHTS (AID 1778). KOR beta-arrestin recruitment, luminescence, antagonist mode; higher % means a stronger effect. 0.091% of 290,000 active. Kappa-type opioid receptor (Homo sapiens). inhibition, % at 10 µM, or IC50 in µM where a hit was titrated; also: strong numbers were not always called active
NTR1 agonist – agonists of NTR1, primary screen, imaging, U2OS cells, beta-arrestin-GFP, high content (AID 493036) | activation, % at 20 µM | NTR1-U2OS beta-arrestin-GFP spot imaging, agonist mode | Neurotensin receptor type 1 (Homo sapiens), P30989 | 0.17% of 330,000 active;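 active = activation at or above 40% of the spot to cytoplasm intensity ratio, with at least 20 cells analyzed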;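 also: 0% = DMSO without peptide and 100% = 100 nM NTR1 peptide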
Target sequence (P30989 whole entry, looked up): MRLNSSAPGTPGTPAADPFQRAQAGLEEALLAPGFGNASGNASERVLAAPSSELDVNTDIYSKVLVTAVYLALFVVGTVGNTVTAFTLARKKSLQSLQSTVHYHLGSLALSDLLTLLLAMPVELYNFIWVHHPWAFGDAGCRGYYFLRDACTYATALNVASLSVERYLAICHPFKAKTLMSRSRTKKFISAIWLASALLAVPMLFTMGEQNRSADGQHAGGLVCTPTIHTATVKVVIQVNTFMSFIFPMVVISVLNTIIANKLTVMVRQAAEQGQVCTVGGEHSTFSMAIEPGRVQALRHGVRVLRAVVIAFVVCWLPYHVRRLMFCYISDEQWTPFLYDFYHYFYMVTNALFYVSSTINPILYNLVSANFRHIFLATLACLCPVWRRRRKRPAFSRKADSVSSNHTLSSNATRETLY
GPR55 LPI antagonism – GPR55 antagonists blocking LPI-driven arrestin recruitment, primary screen, imaging, U2OS, beta-arrestin-GFP, LPI agonist (AID 2013); U2OS GPR55 beta-arrestin-GFP translocation imaging, LPI antagonism; higher % means a stronger effect; 0.13% of 290,000 active; inhibition, % at 10 µM, or IC50 in µM where a hit was titrated; G-protein coupled receptor 55 (Homo sapiens);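 active = spots per cell inhibited over 60%, with over 100 cells counted and total cytoplasm intensity under 500,000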;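 also: U2OS cells stably carrying GPR55 and arrestin-GFP stimulated by 5 µM LPI near EC80; imaged beta-arrestin-GFP aggregate spots per cell after agonist stimulation; plate controls were LPI-stimulated DMSO wells for no effect and DMSO wells without LPI for full effect; some results filed as inactive read as strong as hits; confirmed hits need IC50 under 10 µM and bright autofluorescent wells are also inconclusive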
NOD1 NF-kB reporter – NOD1 signaling inhibitors, primary screen, cell-based, luminescence, uHTS (AID 1578) | 1% of 290,000 active | NOD1-driven NF-kB luciferase reporter cells, luminescence; higher % means a stronger effect | one-dose inhibition, % at 4 µM; EC50 in µM for titrated hits; in the data active = inhibition mostly above about 36%, no sharp cut-off; inactive = mostly below about 34%;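 also: HEK-293T reporter cells stimulated with the NOD1 agonist gamma-tri-DAP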
HEK293 NOD2/NF-kB – NOD2 signaling inhibitors, cell-based, luminescence, uHTS, HEK293 (AID 1566) | 0.63% of 290,000 active | HEK293 NOD2/NF-kB luciferase reporter, luminescence; higher % means a stronger effect | inhibition, % at 4 µM, or EC50 in µM where a hit was titrated; also: many of its hits are not listed in these tables
T cell HTS vesicle-bound % – further read-out of T cell HTS, marked with its call; double positive events, %; measured here: CD8+ vesicle-bound cell fraction;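 binding gate set so that unloaded-vesicle control wells show 10% double positive cells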
NTR1 agonist cell count 20 µM – recorded beside NTR1 agonist, whose call it bears; cell count; measured here: cell count, cytotoxicity flag
Myeloid diff MLP GFP+ MAC1+ % – further read-out of Myeloid diff MLP, marked with its call; GFP+ MAC1+ double positive, %; measured here: differentiation confirmed by MAC1 staining
* marks the source's active call; other numbers are inactive results; i = inactive; · = no result given; [ ] = dose if it differs, or a comment. Rule as the data show it, unless noted: active = inhibition above about 50%; inactive = the rest.

SMILES	GPR55 beta-arrestin	T cell HTS	T cell HTS vesicle-bound %	KOR beta-arrestin-1	Myeloid diff MLP	Myeloid diff MLP GFP+ MAC1+ %	KOR beta-arrestin-2	NTR1 agonist	NTR1 agonist cell count 20 µM	GPR55 LPI antagonism	NOD1 NF-kB reporter	HEK293 NOD2/NF-kB
COC(=O)C1CSC(C(=O)OC)N1C(=O)CN1CCN(c2ccccc2)CC1 (configuration not stated)	0.4%	i	54	0.4%	i	0.3	-5%	-0.9	97	-2%	-49%	-4%
S=C(NCc1ccc(Cl)cc1)N1CCN(c2ccccn2)CC1	-0.1%	i	20	-7.9%	i	1.4	11%	-0.4	44	17%	-13%	12%
Cc1ccc(OCCOCCNC(C)C)c(Br)c1	-0.1%	i	41	7.9%	i	0.9	8%	-0.2	55	7%	0%	-4%
COc1ccccc1C(=O)NCC(=O)OC(C)C(=O)NC(=O)NC1CCCCC1 (configuration not stated)	-0.1%	i	56	-0.9%	i	1.0	22%	0.8	50	-8%	3%	1%
Cc1cc(O)ccc1NS(=O)(=O)c1ccc2c3c(cccc13)C(=O)N2	-0.2%	i	45	-7.1%	i	2.8	-3%	2.9	49	4%	-23%	11%
COc1ccc(C)cc1NC(=O)CCC(=O)Nc1nnc(C2CCCCC2)s1	-0.2%	i	8	-4.3%	i	0.1	-27%	1.1	67	8%	-16%	11%
O=C(Nc1nnc(S(=O)(=O)N2CCCC2)s1)c1ccccc1Br	-0.1%	i	46	-1.1%	i	4.7	-38%[20 µM]	-0.7	43	3%	-14%	-16%
CCN(c1ccc(NC(=O)COC(=O)c2cc3ccccc3oc2=O)cc1)C(C)C	-0.4%	i	67	-4.2%	i	0.4	-20%	17	88	-7%	-25%	20%
CC(=O)c1ccc(Oc2nc(-c3cccnc3)nc3ccccc23)cc1	-0.3%	i	46	-1.4%	i	0.8	10%	5.9	46	24%	-19%	13%
O=C(CSc1nc2ccccc2c(=O)[nH]1)N1CCCCCC1	0.7%	i	18	3.9%	i	0.9	-14%	-0.5	66	12%	-46%	-2%
Cc1ccc2cc(CNC(C)(C)C)c(=O)[nH]c2c1	0.2%	i	18	-3.7%	·	·	11%	-0.9	33	2%	-18%	3%
C=CC[n+]1c(-c2ccc(OCC)cc2)csc1NNC(=O)Nc1ccccc1	0.3%	i	17	2.7%	·	·	-50%	3.1	43	12%	58%	36%
CCOC(=O)[C@@H]1[C@H]2COc3cc(OC)ccc3[C@H]2N2C(=O)N(c3ccc(C(F)(F)F)cc3)C(=O)[C@@]12C	0.0%	i	23	-5.6%	i	2.4	-21%[20 µM]	0.2	67	-10%	-6%	11%
CCOC(=O)COc1cc(O)c2c(=O)cc(-c3ccccc3)oc2c1	-0.2%	i	56	-2.3%	i	0.7	2%	1.5	53	12%	-24%	1%
C/C(=C(\C#N)C(=O)NCCCN1CCOCC1)N(C)C	-0.1%	i	14	-1.0%	i	0.5	1%	0.4	43	8%	-28%	-2%
CCc1c(C)nc2ncnn2c1N1CCC(C(=O)Nc2cccc(C(C)=O)c2)CC1	0.3%	i	41	-5.1%	i	2.7	-16%	0.5	55	0%	-33%	10%
N#C/C(=C/c1ccc(OCc2ccccc2)cc1)C(=O)NC1CCCCC1	-0.3%	i	14	22%	i	0.5	-171%	-0.9	90	8%	-26%	-27%
O=C(NNC(=O)c1ccncc1)Nc1cccc([N+](=O)[O-])c1	0.5%	i	45	0.7%	i	0.6	-58%[20 µM]	1.4	42	-5%	-26%	15%
Cc1ccc(NC(=O)C(NS(=O)(=O)c2cccc3nsnc23)C(C)C)nc1 (configuration not stated)	-0.2%	i	29	3.5%	i	1.6	-6%	7.4	47	-2%	4%	8%
CCN(CC)CCNC(=O)c1ccc(NC(=O)c2ccc(Cl)c(S(=O)(=O)Nc3ccccc3OC)c2)cc1	0.2%	·	·	-1.6%	·	·	2%	·	·	5%	3%	21%

One compound at a time (already shown).
CCN(CC)CCNC(=O)c1ccc(NC(=O)c2ccc(Cl)c(S(=O)(=O)Nc3ccccc3OC)c2)cc1 is listed with GPR55 beta-arrestin: 0.2%; T cell HTS: ·; T cell HTS vesicle-bound %: ·; KOR beta-arrestin-1: -1.6%; Myeloid diff MLP: ·; Myeloid diff MLP GFP+ MAC1+ %: ·; KOR beta-arrestin-2: 2%; NTR1 agonist: ·; NTR1 agonist cell count 20 µM: ·; GPR55 LPI antagonism: 5%; NOD1 NF-kB reporter: 3%; HEK293 NOD2/NF-kB: 21%
COc1ccccc1C(=O)NCC(=O)OC(C)C(=O)NC(=O)NC1CCCCC1 (configuration not stated) is listed with GPR55 beta-arrestin: -0.1%; T cell HTS: i; T cell HTS vesicle-bound %: 56; KOR beta-arrestin-1: -0.9%; Myeloid diff MLP: i; Myeloid diff MLP GFP+ MAC1+ %: 1.0; KOR beta-arrestin-2: 22%; NTR1 agonist: 0.8; NTR1 agonist cell count 20 µM: 50; GPR55 LPI antagonism: -8%; NOD1 NF-kB reporter: 3%; HEK293 NOD2/NF-kB: 1%
O=C(NNC(=O)c1ccncc1)Nc1cccc([N+](=O)[O-])c1 is listed with GPR55 beta-arrestin: 0.5%; T cell HTS: i; T cell HTS vesicle-bound %: 45; KOR beta-arrestin-1: 0.7%; Myeloid diff MLP: i; Myeloid diff MLP GFP+ MAC1+ %: 0.6; KOR beta-arrestin-2: -58%[20 µM]; NTR1 agonist: 1.4; NTR1 agonist cell count 20 µM: 42; GPR55 LPI antagonism: -5%; NOD1 NF-kB reporter: -26%; HEK293 NOD2/NF-kB: 15%

The list goes on:
SMILES	GPR55 beta-arrestin	T cell HTS	T cell HTS vesicle-bound %	KOR beta-arrestin-1	Myeloid diff MLP	Myeloid diff MLP GFP+ MAC1+ %	KOR beta-arrestin-2	NTR1 agonist	NTR1 agonist cell count 20 µM	GPR55 LPI antagonism	NOD1 NF-kB reporter	HEK293 NOD2/NF-kB
O=C(Nc1cccc(NC(=O)c2ccccc2F)c1)c1ccccc1	0.0%	i	59	2.7%	i	0.0	8%	-1.1	89	13%	-6%	10%
COc1ccccc1-n1c(SCC(=O)Nc2cc(C)on2)nc2c(c1=O)SCC2	-0.2%	i	6	-0.4%	i	0.8	2%	2.0	45	-1%	-34%	24%
COc1ccc(/C(O)=C2/C(=O)C(=O)N(c3ncccn3)C2c2ccc(OC)c(OC)c2)cc1 (configuration not stated)	-0.2%	i	57	18%	i	0.8	-15%	-0.2	50	4%	-13%	-12%
Cc1noc(NS(=O)(=O)c2ccc(NC(=O)c3ccoc3C)cc2)c1C	0.2%	i	47	0.5%	i	1.8	18%	-0.3	89	8%	-15%	-15%
CCOc1ccc(S(=O)(=O)N2Cc3ccccc3CC2C(=O)O)cc1 (configuration not stated)	-0.1%	i	47	1.9%	i	0.5	0%	1.1	50	6%	-11%	13%
CCOc1cc(/C=N/NC(=O)C(C)Sc2ccccn2)ccc1O (configuration not stated)	0.1%	i	47	-0.7%	i	0.8	84%	-0.9	64	12%	-3%	11%
Cc1cc(C)c(C(=O)CSc2nnc(C)s2)c(C)c1	-0.1%	i	44	-5.6%	i	0.2	-11%[20 µM]	1.9	66	2%	-22%	-9%
O=C(NC1(C(F)(F)F)C(=O)Nc2c1c(=O)[nH]c(=O)n2Cc1ccco1)C1CC1 (configuration not stated)	0.0%	i	32	1.8%	i	0.6	-29%	1.3	59	2%	-36%	-3%
CSc1nc(Cc2ccccc2)nc2ccccc12	-0.1%	i	43	-10%	i	0.6	-34%[20 µM]	2.2	76	9%	-6%	23%
COCCn1c(SCC(=O)NC(=O)NC(C)C)nc2ccccc21	-0.3%	i	23	-2.2%	i	0.9	-2%	0.0	50	30%	-12%	12%
O=C(c1ccco1)N1CCN(C(c2cccs2)c2nnnn2C2CCCC2)CC1 (configuration not stated)	-0.2%	i	42	-3.4%	i	0.9	16%	-0.9	85	13%	-15%	0%
Cc1cc(CNC(=O)C2CCC(=O)N(Cc3ccccc3F)C2)on1 (configuration not stated)	0.3%	i	16	2.2%	i	0.8	-9%	-0.3	64	4%	-15%	6%
COc1ccc(NC(=O)CCCC(=O)NCCc2ccc(OC)c(OC)c2)cc1	-0.2%	i	11	-3.3%	i	0.3	3%	-1.2	49	12%	-16%	-4%
CCOC(=O)C1CCN(S(=O)(=O)c2ccc(CNC(=O)c3ccccc3)s2)CC1	0.4%	i	16	5.6%	i	1.0	-4%	0.6	86	9%	-18%	16%
CCCCC/C=N\NC(=O)Cc1ccc([N+](=O)[O-])cc1	-0.1%	i	48	2.7%	i	0.6	3%	-0.4	36	5%	-44%	-7%
O=c1c2ccccc2ncn1CCCSc1ccccc1	0.5%	i	32	0.9%	i	0.8	-7%	-1.5	76	11%	-18%	-6%
O=C(NCCCNCCCNC(=O)c1ccc(/C=N/O)nc1)c1ccc(/C=N/O)nc1	-0.2%	i	19	·	i	0.5	7%	-0.5	30	-6%	2%	8%
CSc1ccccc1OC1CCN(Cc2ccccc2)CC1	-0.3%	i	15	18%	i	0.6	-46%	-0.5	78	22%	70%	-14%

Exported with values under each structure: 2 of the compounds above
Values in the order: GPR55 beta-arrestin	T cell HTS	T cell HTS vesicle-bound %	KOR beta-arrestin-1	Myeloid diff MLP	Myeloid diff MLP GFP+ MAC1+ %	KOR beta-arrestin-2	NTR1 agonist	NTR1 agonist cell count 20 µM	GPR55 LPI antagonism	NOD1 NF-kB reporter	HEK293 NOD2/NF-kB
- Cc1noc(NS(=O)(=O)c2ccc(NC(=O)c3ccoc3C)cc2)c1C
→ 0.2%	i	47	0.5%	i	1.8	18%	-0.3	89	8%	-15%	-15%
- CCOc1ccc(S(=O)(=O)N2Cc3ccccc3CC2C(=O)O)cc1 (configuration not stated)
→ -0.1%	i	47	1.9%	i	0.5	0%	1.1	50	6%	-11%	13%

Some of the compounds tested. The share of hits here may be higher or lower than overall.
